# Assay outcomes deposited in PubChem BioAssay by National Center for Advancing Translational Sciences (NCATS).
# D2 ag – D2 dopamine receptor (human) agonism; HEK293 T-REx D2 cells, calcium flux agonist mode; activation, % at 2 µM; hit rate 0.53% among 340,000; P14416;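 active = activation over 3 SD above normal in the single-dose calcium agonist read, cut at about 30% in these data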; also: 0% is about no effect
# Target sequence (P14416 whole entry, looked up): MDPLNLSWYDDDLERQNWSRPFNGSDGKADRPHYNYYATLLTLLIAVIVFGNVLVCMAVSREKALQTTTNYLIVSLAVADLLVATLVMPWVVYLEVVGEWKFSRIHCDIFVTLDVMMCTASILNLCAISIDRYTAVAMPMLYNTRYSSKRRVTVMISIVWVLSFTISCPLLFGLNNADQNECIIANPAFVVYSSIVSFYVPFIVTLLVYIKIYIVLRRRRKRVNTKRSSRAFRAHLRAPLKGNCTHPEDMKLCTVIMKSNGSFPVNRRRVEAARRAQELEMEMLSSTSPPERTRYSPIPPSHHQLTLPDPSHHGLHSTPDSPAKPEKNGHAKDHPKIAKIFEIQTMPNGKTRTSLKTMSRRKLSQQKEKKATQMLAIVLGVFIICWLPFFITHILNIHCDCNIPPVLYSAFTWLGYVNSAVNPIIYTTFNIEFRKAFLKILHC
#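 Tetracycline-induced HEK293 Trex cells with D2 receptor force-coupled to calcium signaling, plated overnight at 30 C and loaded with no-wash calcium dye. Calcium flux read kinetically for 180 s after compound addition; responses flag agonists.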
# D1 PAM – human D1 dopamine receptor positive modulation. hit rate 0.036% among 360,000. P21728. potentiation, % at 10 µM. HEK293 TREx D1 cells, calcium flux, dopamine EC20 potentiation; in the data active = potentiation above about 30%; also: 0% is about no effect
# TRHR agonist – TRH receptor (human) agonism; TRHR cells, calcium flux fluo-8, FDSS agonist mode; activation, % at 2 µM; hit rate 0.18% among 360,000; AID 493084; also: 0% is about no effect
# Target sequence (P34981 whole entry, looked up): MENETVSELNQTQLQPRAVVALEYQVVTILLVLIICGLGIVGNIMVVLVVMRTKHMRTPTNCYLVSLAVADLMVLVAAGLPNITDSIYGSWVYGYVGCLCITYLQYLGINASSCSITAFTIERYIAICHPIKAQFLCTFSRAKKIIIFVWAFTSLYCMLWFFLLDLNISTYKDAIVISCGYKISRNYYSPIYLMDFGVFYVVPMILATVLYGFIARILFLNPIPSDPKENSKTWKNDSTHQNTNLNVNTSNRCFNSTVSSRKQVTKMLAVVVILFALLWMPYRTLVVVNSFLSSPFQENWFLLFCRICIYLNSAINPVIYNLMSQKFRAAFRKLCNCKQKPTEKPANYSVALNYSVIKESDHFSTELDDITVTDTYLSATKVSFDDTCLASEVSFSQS
#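 TRHR-expressing cells loaded with fluo-8 calcium dye; 23 nL library compound pin-transferred, kinetic FDSS fluorescence (Ex 480/Em 530) recorded about 180 s for agonist-induced calcium release, before a 10 nM TRH EC20 addition for potentiator mode.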
# D1 agonist – human D1 receptor agonism. P21728. HEK293 T-REx D1 cells, calcium flux, agonist mode. activation, % at 2 µM. hit rate 1% among 360,000; also: 0% is about no effect
#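 Tetracycline-induced HEK293 TREx D1 cells, force-coupled to calcium signalling, were dye-loaded with a no-wash calcium kit. Compound was pin-added after a 10 s baseline. Fluorescence was read kinetically at 1 cycle/s for 180 s, with calcium rises flagged as agonism.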
# D1 antagonist – blocks dopamine activation of the human D1 receptor; P21728; AID 504652; activity change, negative = inhibition, % at 10 µM; hit rate 3.2% among 360,000; HEK293 TREx D1 cells, calcium flux, dopamine EC80; stronger effect = lower value; in the data active = activity change below about -30%; also: % is scaled to controls: 0 for no effect and ±100 for the full control effect
#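 Cells carrying a force-coupled, tetracycline-inducible human D1 receptor report calcium flux. Each well gets a 10 s baseline, compound with 180 s monitoring, then an EC80 dopamine stimulus with a second 180 s kinetic read.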
# D2 PAM – D2 dopamine receptor (human) potentiation. P14416. HEK293 T-REx D2, calcium flux, EC20 dopamine potentiation. potentiation, % at 10 µM. hit rate 0.34% among 340,000. AID 485347;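 active = potentiation over 3 SD above the plate norm, cut at about 30% in these data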; also: 0% is about no effect
#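 Using a no-wash calcium dye in inducible, force-coupled HEK293 Trex cells expressing D2, we tracked fluorescence each second for 180 s after compound, then for 180 s after EC20 dopamine to detect augmented signalling.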
# TRHR PAM – TRH receptor (human) allosteric enhancement. P34981. TRHR cells, fluo-8 calcium fluorescence, EC20 TRH enhancement. enhancement, % at 2 µM. hit rate 0.66% among 360,000. AID 493056; in the data active = enhancement above about 30%; also: 0% is about no effect
#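 TRHR-expressing cells loaded with fluo-8 calcium dye were read kinetically (ex 480/em 530) during compound addition, then stimulated with an EC20 of TRH (10 nM final). Enhancement of the Gq-mediated intracellular calcium response was scored.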
# D2 antagonist – antagonists of human D2 dopamine receptor | inhibition, % at 10 µM | hit rate 2% among 340,000 | AID 485344 | P14416 | HEK293 TREx D2 cells, calcium flux, dopamine EC80; in the data active = inhibition above about 30%; also: 0% is about no effect
#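 Calcium mobilization kinetics were recorded at 1 s intervals in tetracycline-induced HEK293 T-REx D2 cells, first for 180 s after compound addition and then 180 s after EC80 dopamine.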
# RXFP1 antag – RXFP1 (human) relaxin receptor antagonism. HEK293-RXFP1, relaxin-stimulated cAMP HTRF, 30 min; stronger effect = lower value. hit rate 0.59% among 350,000. Q9HBX9. activity change, negative = inhibition, % at 57.5 µM;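 active = activity change of -60% or lower, but not beyond a set lower limit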; also: % is scaled to controls: 0 for no effect and ±100 for the full control effect
# Numbers without * were called inactive; · = no result given. Rule as the data show it, unless noted: active = activation above about 30%; inactive = the rest. Rows were taken by chance; about 7.3% have a hit in one of these screens.
SMILES,D2 ag,D1 PAM,TRHR agonist,D1 agonist,D1 antagonist,D2 PAM,TRHR PAM,D2 antagonist,RXFP1 antag
COc1cccc(C(=O)NNc2nc(C)cc(C)n2)c1,1.4,-1.1,0.8,2.6,15.9,2.0,2.6,-1.3,-12.3
CC(=O)c1c(C)[nH]c(C2=NNC(=NCc3ccccc3)SC2)c1C,-0.5,1.9,0.0,2.3,2.6,-9.0,-2.2,0.3,0.5
COc1ccc([N+](=O)[O-])cc1Nc1c2ccccc2nc2ccccc12,-0.7,-9.6,-0.5,0.5,-40.9*,17.5,-7.5,3.4,-6.8
CC(C)[C@@H](N)C(=O)NCC1CCC(C(=O)N[C@@H](Cc2ccccc2)C(=O)O)CC1 (some centres not stated),0.7,-2.5,0.3,1.1,2.7,4.0,2.6,-21.9,5.1
COc1cccc(N2CCN(c3c(C#N)c(C(F)(F)F)nn3C)CC2)c1,-0.6,0.9,0.6,6.1,-11.2,-4.6,-4.1,-2.2,-15.8
CCCSc1nc2c(c(=O)[nH]1)C(c1ccc(F)cc1F)CC(=O)N2 (configuration not stated),·,2.0,0.4,36.9*,-1.1,-11.8,-9.7,·,-0.5
Cc1cc(C)cc(NC(=O)CCn2c(=S)[nH]c3ccccc3c2=O)c1,-1.6,0.6,0.7,5.0,5.3,-2.1,-5.9,-0.7,-31.9
CC1CCCN(Cc2c(O)ccc3c(=O)c(-c4ccccc4Cl)c(C(F)(F)F)oc23)C1 (configuration not stated),-1.3,1.1,-1.0,-3.2,9.3,-0.5,0.7,·,-0.4
Oc1ccccc1Oc1ncc(Br)c(N2CCOCC2)n1,-1.7,-9.1,-0.9,1.3,-5.6,-1.0,-5.0,-5.0,-0.5
Cc1ccc(CC(=O)NNC(=O)c2cccs2)cc1C,0.2,-3.1,-0.6,0.2,-5.9,-5.7,4.5,-11.9,5.1
O=C(O)CCN=CC1=C(O)CC(c2ccccc2)CC1=O (configuration not stated),-0.7,-5.0,0.1,3.5,-7.0,-0.7,15.0,2.3,-11.7
Cc1c2ccccc2cc[n+]1CCCS(=O)(=O)[O-],0.4,-0.3,0.3,2.5,-11.5,0.8,-0.7,-25.5,-3.2
Cc1ccc(CNC(=O)c2nnc(CS(=O)(=O)c3ccccc3)o2)cc1,·,6.0,0.8,6.6,10.4,·,-1.1,·,2.6
CCOC(=O)c1ccc(NC(=O)C(C)Sc2nc(O)c(-c3ccccc3)c(=O)[nH]2)cc1 (configuration not stated),-0.2,-5.9,0.9,0.5,5.2,8.6,2.5,-23.0,-17.7
Cc1cccc(C)c1NC(=O)C(=O)NCC1CCCN1S(=O)(=O)c1ccccc1 (configuration not stated),0.7,-6.5,-0.1,1.6,7.9,-1.4,-5.5,15.5,-4.8
O=C(CCS(=O)(=O)c1cccc2nsnc12)N1CCN(C(=O)c2ccco2)CC1,0.0,-2.8,-1.9,0.9,12.2,-6.0,2.6,11.4,-8.3
O=C(COC(=O)c1ccc2c(c1)OCO2)NCc1ccc2c(c1)OCO2,-0.3,0.7,-0.4,-0.7,-1.3,6.6,-2.2,-3.3,-4.7
O=C(c1cccc(S(=O)(=O)N2CCOCC2)c1)N(CCc1ccccc1)Cc1ccccc1,-1.2,·,0.4,17.8,-3.5,10.1,-0.3,5.4,1.9
CCC(CO)Oc1cc(NC(=O)c2ccc(F)cc2)c2ncn(C(C)C)c2c1 (configuration not stated),-0.8,0.4,-0.8,-0.4,·,-1.7,2.3,-3.8,·
CCc1cc2c(SCC(=O)Nc3ccc(NC(C)=O)cc3)ncnc2s1,0.2,2.2,0.2,2.0,-5.3,15.0,7.6,-17.4,1.2
Cc1nc(SCC(=O)N2CCCCCC2)[nH]c(=O)c1C,-0.2,-0.8,0.2,0.4,-3.2,-2.3,-3.6,10.2,-3.5
CCOC(=O)c1nnc(-c2ccccc2)o1,0.1,-7.2,0.4,1.3,-4.0,23.5,0.7,15.5,-0.8
CC1CCN(S(=O)(=O)c2cc3c4c(c2)CCN4C(=O)CC3)CC1,-0.4,-2.1,0.0,0.3,2.9,-8.1,-10.4,4.0,3.3
COc1cccc(-c2nc(CS(=O)CC(=O)NC3CCCCC3)c(C)o2)c1 (configuration not stated),-0.4,1.1,0.1,1.7,-5.8,-3.4,5.9,-1.3,0.4
CC(C)NC(=O)C1CCN(C(=O)N2CC(C)Oc3ccccc32)CC1 (configuration not stated),1.7,-2.2,0.1,0.4,11.8,-5.4,2.5,·,-8.3
COc1ccc(/C=C2\N=C(C)N(c3ccc(C(=O)O)cc3)C2=O)cc1OC,0.4,-8.8,1.6,1.4,1.4,6.4,-1.0,-16.8,-0.6
COc1ccccc1N1CCN(C(=O)c2ccc3c(=O)n4c(nc3c2)CCCCC4)CC1,-0.2,6.2,-1.1,-0.2,-4.5,7.0,5.6,-2.0,3.4
O=C1NC2(CCCc3ccccc32)C(=O)N1Cc1nnc(-c2ccccc2Br)o1 (configuration not stated),0.5,-5.7,-0.5,4.0,-10.4,19.0,-12.2,20.5,-6.7
CC(C)Oc1ccccc1OCCCOc1cccc2cccnc12,-1.7,-3.1,-1.2,5.6,-48.4*,6.4,0.7,-10.0,14.0
COc1ccc2cc(/C=C/C(=O)c3ccco3)c(Cl)nc2c1,0.7,-2.8,1.2,0.5,-12.5,-1.7,18.1,-15.7,·
Cc1nn(-c2ccccc2)c(C)c1/C=C/C(=O)OCC(=O)NC1CCS(=O)(=O)C1 (configuration not stated),-0.5,-1.2,-0.1,3.5,-3.9,2.0,11.7,-8.3,8.8
CN(CC1CCCN(CCc2ccc(Cl)cc2)C1)C(=O)C(=O)c1ccco1 (configuration not stated),1.2,-2.5,-2.2,3.7,-29.2,-4.8,-3.3,12.5,14.7
O=C1CCC(C(=O)N(CCO)Cc2ccccc2)CN1CC1CCCCC1 (configuration not stated),·,6.2,0.4,2.9,-7.3,·,0.5,·,-4.4
Cc1ccccc1NC(=O)c1c(NC(=O)c2ccccc2)sc2c1CCC2,4.4,-2.6,0.9,-0.5,11.4,2.4,2.5,·,1.0
CCc1ccccc1N1CSC2=C(C#N)C(c3cc(OC)c(OC)cc3OC)CC(=O)N2C1 (configuration not stated),0.1,-4.8,-0.3,3.4,-7.6,-6.6,2.4,-3.8,-9.3
O=C1CN(C(=O)CSc2nnc(-c3ccccc3)n2Cc2ccc3c(c2)OCO3)c2ccccc2N1,-0.3,-2.9,0.3,1.3,-5.1,-11.3,-2.1,-10.5,-1.8
COc1ccc(CCNC(=S)Nc2cccc(C)c2C)cc1,1.2,-11.8,-0.3,1.1,-31.2*,12.2,-1.9,-1.4,3.0
COc1ccc([C@@H]2[C@@H]3C(=O)N(C(C)(C)C)C(=O)[C@@H]3[C@]3(Cc4ccccc4)C(=O)N(c4cccc(F)c4)C(=O)N23)cc1,0.2,10.4,-0.2,8.0,-1.4,11.5,0.9,0.6,·
Cc1cccc2nc(CSc3nc4[nH]ncc4c(=O)n3-c3ccccc3Cl)cc(=O)n12,8.2,-6.3,0.3,1.4,0.7,11.6,-1.6,21.0,2.9
CC1CCN(C(=O)COC(=O)c2nn(C)c(=O)c3ccccc23)CC1,0.4,-6.2,0.3,1.4,1.1,-6.7,-5.4,-10.4,6.3
O=C(O)CN1C(=O)/C(=C/c2ccccc2Br)Oc2ccccc21,0.2,0.7,-0.1,4.3,-0.3,2.2,4.7,12.2,6.3
COc1ccc2[nH]c(=O)c(CN(CC3CCCO3)C(=S)Nc3cccc(C)c3)cc2c1 (configuration not stated),0.9,3.0,-0.9,0.2,-0.3,5.9,0.0,-7.2,-24.4
O=C(Nc1ccccc1Cl)N(Cc1nc2ccccc2c(=O)[nH]1)Cc1cccs1,-0.3,-3.5,-0.3,1.0,4.7,0.8,-5.3,-15.0,1.6
Cn1c(CCCOc2ccc(Cl)cc2Cl)nnc1SCC(=O)Nc1ccc(F)c(Cl)c1,1.9,0.8,1.2,4.1,1.0,5.7,9.0,-4.2,17.8
Cc1ccc(C)c(SCC(=O)NNC(=O)c2ccccc2)c1,-2.2,3.4,-1.3,4.6,-17.7,-7.4,-8.2,-3.2,10.0
CN1C(=S)SC(/[N+]([O-])=C\c2ccccc2F)C1(C)C (configuration not stated),0.0,-0.7,-0.2,0.5,-11.8,-2.7,-2.0,-1.0,2.5
Cc1nnc(C)c2c(C)n(N)c(C)c12,0.7,-3.1,0.2,0.4,-0.1,-3.6,-2.2,11.3,3.3
Cc1ccc(C(=O)NCCOc2cccc3cccnc23)cc1Cl,-1.2,-4.2,1.8,2.6,-25.6,-4.2,0.8,-15.9,10.9
COc1ccc(NC(=O)C(C)N2C(=O)c3ccccc3C2=O)cc1S(=O)(=O)N1CCOCC1 (configuration not stated),-0.1,7.3,-0.5,3.7,1.4,-1.5,2.8,-17.8,-11.9
Cc1ccc(S(=O)(=O)N2CCN(C(=O)c3ccc(COc4ccccc4)o3)CC2)cc1,-2.4,·,-0.1,5.3,-0.7,-3.2,-0.6,20.3,-5.9
CCOc1ccc(NC(=O)c2ccccc2NC(=O)c2cccnc2)cc1,0.7,-7.5,-0.2,-0.6,-7.9,6.3,-4.7,-18.9,0.4

# Molecules above that have an NH in an aromatic ring:
SMILES,D2 ag,D1 PAM,TRHR agonist,D1 agonist,D1 antagonist,D2 PAM,TRHR PAM,D2 antagonist,RXFP1 antag
CC(=O)c1c(C)[nH]c(C2=NNC(=NCc3ccccc3)SC2)c1C,-0.5,1.9,0.0,2.3,2.6,-9.0,-2.2,0.3,0.5
CCCSc1nc2c(c(=O)[nH]1)C(c1ccc(F)cc1F)CC(=O)N2 (configuration not stated),·,2.0,0.4,36.9*,-1.1,-11.8,-9.7,·,-0.5
Cc1cc(C)cc(NC(=O)CCn2c(=S)[nH]c3ccccc3c2=O)c1,-1.6,0.6,0.7,5.0,5.3,-2.1,-5.9,-0.7,-31.9
CCOC(=O)c1ccc(NC(=O)C(C)Sc2nc(O)c(-c3ccccc3)c(=O)[nH]2)cc1 (configuration not stated),-0.2,-5.9,0.9,0.5,5.2,8.6,2.5,-23.0,-17.7
Cc1nc(SCC(=O)N2CCCCCC2)[nH]c(=O)c1C,-0.2,-0.8,0.2,0.4,-3.2,-2.3,-3.6,10.2,-3.5
Cc1cccc2nc(CSc3nc4[nH]ncc4c(=O)n3-c3ccccc3Cl)cc(=O)n12,8.2,-6.3,0.3,1.4,0.7,11.6,-1.6,21.0,2.9
COc1ccc2[nH]c(=O)c(CN(CC3CCCO3)C(=S)Nc3cccc(C)c3)cc2c1 (configuration not stated),0.9,3.0,-0.9,0.2,-0.3,5.9,0.0,-7.2,-24.4
O=C(Nc1ccccc1Cl)N(Cc1nc2ccccc2c(=O)[nH]1)Cc1cccs1,-0.3,-3.5,-0.3,1.0,4.7,0.8,-5.3,-15.0,1.6
